# Assay outcomes: PubChem BioAssay, National Center for Advancing Translational Sciences (NCATS)
# MCF10A rereplic = inducers of DNA re-replication in MCF 10A breast cells. MCF 10A DNA re-replication, Hoechst nuclear intensity, 48 h. Potency, µM (top dose mostly 46.1 µM), for inactives: at the highest dose activity, positive = re-replication, hits mostly activators. 350,000 tested, 2.9% active; note: potency is the fitted concentration of half-maximal effect; % of control where 0% means no effect; nearly all actives have a fitted effect of over 50% in size
# SW480 rereplic = DNA re-replication induction in SW480 cells; 340,000 tested, 1.8% active; Potency, µM (doses to about 46.1 µM), without a hit: at the highest dose re-replication activation, most hits filed as activators; SW480 DNA re-replication, Hoechst DNA content imaging, 48 h; note: potency is the fitted concentration of half-maximal effect; % of control where 0% means no effect; nearly all actives have a fitted effect of over 55% in size
#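 250 cells/well; 23 nL cpd via pin tool; 48 hr, 37 C, 5% CO2; Hoechst 40 min; imager read of total nuclear intensity, ex 405/em 500-530 nm.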
# KB-3-1 tox = KB-3-1 parental cell cytotoxicity; AID 1347075; 400,000 tested, 1.4% active; KB-3-1 viability, CellTiter-Glo ATP luminescence, 72 h; Potency, µM (series often up to 46.1 µM), inactives show at the top dose activity change, negative = cytotoxic, hits mostly cytotoxic; note: potency is the fitted concentration of half-maximal effect; % is set by controls: 0 for no effect and ±100 for the full control effect; nearly all actives have a fitted effect of over 60% in size
#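 Using CellTiter-Glo luminescence, growth of non-resistant KB-3-1 adenocarcinoma cells is assessed 72 h after pin-tool compound addition at 37 °C. Normalized responses across the concentration series yield fitted curves.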
# IL-1B inflam inh = inhibitors of inflammasome signaling (IL-1 beta secretion); THP-1 LPS/ATP IL-1B secretion, AlphaLISA, 16 h; stronger effect = lower value; 360,000 tested, 4.7% active; activity change, % at 57.5 µM; AID 743279; in the data active = activity change below about -50%; inconclusive = mostly about -30% to -49%; note: % is set by controls: 0 for no effect and ±100 for the full control effect
#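 Secreted IL-1B measured by AlphaLISA bead assay after 16 h compound exposure of THP-1 cells; compounds (final up to 57.5 uM) added 1 h before LPS (250 ng/mL) and ATP (1.25 mM) stimulation; lower signal means less secretion.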
# KB-V1 cytotox = kills drug-selected multidrug resistant KB-V1 cells; KB-V1 MDR cells viability, CellTiter-Glo, 72 h; Potency, µM (titrated, usually from 46.1 µM), without a hit: at the top dose activity change, negative = cytotoxicity, most hits filed as cytotoxic; 400,000 tested, 3.4% active; note: potency is the fitted concentration of half-maximal effect; % is set by controls: 0 for no effect and ±100 for the full control effect; nearly all actives have a fitted effect of over 60% in size
#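 Cells of the MDR subline KB-V1 are plated, dosed with compound at multiple concentrations, and incubated 72 h at 37 degrees C; CellTiter-Glo is then added and luminescence read after 10 min.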
# HT1080NT lethal = kills 2HG-producing HT-1080-NT fibrosarcoma cells | HT-1080-NT fibrosarcoma viability, CellTiter-Glo ATP luminescence, 48 h | Potency, µM (top dose mostly 46.1 µM), without a hit: at the top dose activity, negative = less viability, hits mostly cytotoxic | 360,000 tested, 1.6% active | AID 686970;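 note: NT is the 2HG producing partner of a matched IDH1 knockdown line; potency is the fitted concentration of half-maximal effect; 0% = DMSO-treated cells and -100% = media-only wells without cells; nearly all actives have a fitted effect of over 55% in size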
#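 Viability of the 2HG-overproducing fibrosarcoma line after 48 hours of compound exposure at 37 degrees C was determined by luminescence with CellTiter-Glo, and concentration-effect curves were then fitted and categorized.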
# HEK293 tox = cytotoxic in the GLP-1 receptor inverse agonist counter-screen; HEK293 cAMP-luciferase reporter cells, luminescence, 24 h; Potency, µM (series often up to 38.3 µM), for inactives: top-dose activity change, negative = inhibition, actives largely listed as inhibitors; 410,000 tested, 0.13% active;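 note: loss of luciferase light is scored as toxicity; potency is the fitted concentration of half-maximal effect; % is set by controls: 0 for no effect and ±100 for the full control effect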
#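 Luminescence readout: signal drop marks cytotoxicity. Plated cells grew 12 h at 37 °C, 5% CO2, received 23 nL compound for 24 h, then got luciferase reagent, read after 12 min at RT.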
# HT1080 IDH1KD tx = HT-1080 IDH1 knockdown cell toxicity (counter line); HT-1080 IDH1 knockdown viability, ATP luminescence, 48 h; Potency, µM (series often up to 46.1 µM), for the others: at the highest dose activity, negative = toxicity, most hits filed as cytotoxic; 360,000 tested, 2% active;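 note: potency is the fitted concentration of half-maximal effect; 0% = DMSO wells and -100% = cell-free medium wells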
#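 Knockdown cells (IDH1KD HT-1080) received compounds 2 h after plating at 750 cells/well and were kept 48 h at 37 °C in 5% FBS RPMI. A CellTiter-Glo luminescence read gave % activity for curve fitting.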
# DRD3 agonist = activates the human D3 dopamine receptor | D3R DiscoveRx beta-arrestin cells, luminescence, 90 min | max activation, % | 410,000 tested, 0.58% active | AID 652048; in the data active = max activation above about 30%; note: 0% is about no effect; mostly tested at two doses, the higher about 12 µM
# Target sequence (P35462 whole entry, looked up): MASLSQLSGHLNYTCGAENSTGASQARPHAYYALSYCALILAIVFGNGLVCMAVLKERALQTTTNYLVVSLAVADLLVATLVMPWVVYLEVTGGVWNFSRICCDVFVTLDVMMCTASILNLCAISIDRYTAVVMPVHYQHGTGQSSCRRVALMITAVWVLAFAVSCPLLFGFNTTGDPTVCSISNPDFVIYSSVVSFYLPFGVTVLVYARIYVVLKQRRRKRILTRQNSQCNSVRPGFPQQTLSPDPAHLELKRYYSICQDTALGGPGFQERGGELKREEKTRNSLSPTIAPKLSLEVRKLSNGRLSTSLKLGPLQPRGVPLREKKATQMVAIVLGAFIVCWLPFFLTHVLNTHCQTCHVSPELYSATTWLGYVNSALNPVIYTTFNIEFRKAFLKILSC
#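 Cells at 1500/well, incubated overnight, then treated with pinned compounds (dopamine as control) for 90 min at 37 degrees C. DiscoveRx reagent added for 30 - 60 minutes at room temperature; luminescence read.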
# The depositor's hits bear a star; ? = inconclusive; nt = no result given. Unless noted, calls come from the whole dose curve; as a rule, active = well fitted curve in the direction sought with a large enough effect; inconclusive = small, poorly fitted or top-dose-only effect, or another doubt; inactive = no such curve, though single readings can be large; an effect the other way counts as inactive or inconclusive. No enrichment for hits; about 11% have a hit in one of these screens.
SMILES,MCF10A rereplic,SW480 rereplic,KB-3-1 tox,IL-1B inflam inh,KB-V1 cytotox,HT1080NT lethal,HEK293 tox,HT1080 IDH1KD tx,DRD3 agonist
Cc1ccccc1C(=O)N1CCC(C(=O)Nc2cccc(S(=O)(=O)N3CCCCC3)c2)CC1,?,-15.4%,?,-12.5,-23.5%,-2.2%,-4.1%,-2.3%,-3.6
O=C1[C@H]2[C@@H](c3ccccc3)N[C@]3(CCCN(CC4CCCCC4)C3=O)[C@H]2C(=O)N1Cc1ccccc1,nt,nt,-16.2%,-18.9,-24.6%,2.8%,3.2%,-3.3%,-9.7
O=C(Nc1cc(C(=O)N2CCOCC2)ccc1N1CCCC1)c1cccs1,-13.4%,-2.9%,1.1%,-17.8,-26.7%,0.0%,-14.6%,12.9%,3.6
COc1cccc(Nc2nc(C(N)Cc3ccccc3)cs2)n1 (configuration not stated),nt,nt,?,?,?,29.1µM*,?,11.6µM*,-9.1
CC/C(=N/NC(=O)c1ccc(Br)cc1)c1ccc(OCCN2CCOCC2)cc1,3.8%,?,10.7%,8.6,-1.4%,-22.0%,?,-23.5%,-26.9
CCNc1nn2ccccc2c1/C=C(\C#N)C(=O)OCC,-0.1%,1.3%,-5.3%,-21.0,-3.5%,3.4%,?,3.7%,1.4
CCOC(=O)C(C)n1cnc2sc3c(c2c1=O)CCC3 (configuration not stated),5.3%,0.1%,14.5%,-2.3,-1.8%,4.2%,7.8%,6.4%,-6.3
COc1ccc(C(C[N+](=O)[O-])c2c(C)[nH]c3ccccc23)cc1OC (configuration not stated),4.1%,-7.5%,-8.5%,?,?,-17.6%,23.5%,-29.5%,-1.6
Cc1cccc(OCCCC(=O)NCCc2ccccc2)c1,2.2%,-1.9%,-1.8%,3.6,-10.4%,2.8%,-0.7%,-1.0%,3.0
Cc1cn([C@H]2C[C@H](O)[C@@H](/C=C/C(=O)NCc3ccc(N(C)C)cc3)O2)c(=O)[nH]c1=O,nt,nt,0.0%,7.1,11.0%,-0.8%,2.6%,4.4%,-0.2
CC(=O)c1ccc(N2CCN(C(=O)C3CCC3)CC2)cc1,14.3%,-0.2%,-0.8%,-1.4,-13.2%,7.6%,-11.2%,17.4%,-13.1
CC(C)c1nnc(NC(=O)CSc2nc3ccccc3[nH]2)s1,-1.1%,-17.8%,-1.5%,33.5,4.1%,0.1%,-11.8%,8.8%,-8.2
CC(OC(=O)Nc1ccccc1)C(=O)OC1CCCCC1 (configuration not stated),-0.7%,2.9%,8.8%,16.9,11.7%,8.1%,4.7%,12.4%,-9.7
CC(=C/c1ccccc1)/C=N/n1c(-c2ccncc2)n[nH]c1=S,23.1%,-3.3%,2.1%,48.4,3.4%,4.8%,-25.2%,13.1%,-3.5
CCSC1C(=O)N(C)C(SCC)C(=O)N1C (configuration not stated),nt,nt,-4.2%,0.0,2.7%,-3.5%,0.7%,-1.3%,-7.0

# 13 entries out of the list, sorted by SMILES length, rising.
SMILES,MCF10A rereplic,SW480 rereplic,KB-3-1 tox,IL-1B inflam inh,KB-V1 cytotox,HT1080NT lethal,HEK293 tox,HT1080 IDH1KD tx,DRD3 agonist
CCSC1C(=O)N(C)C(SCC)C(=O)N1C (configuration not stated),nt,nt,-4.2%,0.0,2.7%,-3.5%,0.7%,-1.3%,-7.0
Cc1cccc(OCCCC(=O)NCCc2ccccc2)c1,2.2%,-1.9%,-1.8%,3.6,-10.4%,2.8%,-0.7%,-1.0%,3.0
CC(OC(=O)Nc1ccccc1)C(=O)OC1CCCCC1 (configuration not stated),-0.7%,2.9%,8.8%,16.9,11.7%,8.1%,4.7%,12.4%,-9.7
CCNc1nn2ccccc2c1/C=C(\C#N)C(=O)OCC,-0.1%,1.3%,-5.3%,-21.0,-3.5%,3.4%,?,3.7%,1.4
COc1cccc(Nc2nc(C(N)Cc3ccccc3)cs2)n1 (configuration not stated),nt,nt,?,?,?,29.1µM*,?,11.6µM*,-9.1
CC(=O)c1ccc(N2CCN(C(=O)C3CCC3)CC2)cc1,14.3%,-0.2%,-0.8%,-1.4,-13.2%,7.6%,-11.2%,17.4%,-13.1
CC(C)c1nnc(NC(=O)CSc2nc3ccccc3[nH]2)s1,-1.1%,-17.8%,-1.5%,33.5,4.1%,0.1%,-11.8%,8.8%,-8.2
O=C(Nc1cc(C(=O)N2CCOCC2)ccc1N1CCCC1)c1cccs1,-13.4%,-2.9%,1.1%,-17.8,-26.7%,0.0%,-14.6%,12.9%,3.6
CC/C(=N/NC(=O)c1ccc(Br)cc1)c1ccc(OCCN2CCOCC2)cc1,3.8%,?,10.7%,8.6,-1.4%,-22.0%,?,-23.5%,-26.9
COc1ccc(C(C[N+](=O)[O-])c2c(C)[nH]c3ccccc23)cc1OC (configuration not stated),4.1%,-7.5%,-8.5%,?,?,-17.6%,23.5%,-29.5%,-1.6
Cc1ccccc1C(=O)N1CCC(C(=O)Nc2cccc(S(=O)(=O)N3CCCCC3)c2)CC1,?,-15.4%,?,-12.5,-23.5%,-2.2%,-4.1%,-2.3%,-3.6
Cc1cn([C@H]2C[C@H](O)[C@@H](/C=C/C(=O)NCc3ccc(N(C)C)cc3)O2)c(=O)[nH]c1=O,nt,nt,0.0%,7.1,11.0%,-0.8%,2.6%,4.4%,-0.2
O=C1[C@H]2[C@@H](c3ccccc3)N[C@]3(CCCN(CC4CCCCC4)C3=O)[C@H]2C(=O)N1Cc1ccccc1,nt,nt,-16.2%,-18.9,-24.6%,2.8%,3.2%,-3.3%,-9.7

# One compound at a time (already shown).
# Results for Cc1cccc(OCCCC(=O)NCCc2ccccc2)c1 → MCF10A rereplic: 2.2%; SW480 rereplic: -1.9%; KB-3-1 tox: -1.8%; IL-1B inflam inh: 3.6; KB-V1 cytotox: -10.4%; HT1080NT lethal: 2.8%; HEK293 tox: -0.7%; HT1080 IDH1KD tx: -1.0%; DRD3 agonist: 3.0
# Results for CC/C(=N/NC(=O)c1ccc(Br)cc1)c1ccc(OCCN2CCOCC2)cc1 → MCF10A rereplic: 3.8%; SW480 rereplic: ?; KB-3-1 tox: 10.7%; IL-1B inflam inh: 8.6; KB-V1 cytotox: -1.4%; HT1080NT lethal: -22.0%; HEK293 tox: ?; HT1080 IDH1KD tx: -23.5%; DRD3 agonist: -26.9

# Later entries
SMILES,MCF10A rereplic,SW480 rereplic,KB-3-1 tox,IL-1B inflam inh,KB-V1 cytotox,HT1080NT lethal,HEK293 tox,HT1080 IDH1KD tx,DRD3 agonist
CC(=O)c1cccc(NC(=O)COc2ccc(S(=O)(=O)N3CCOCC3)cc2)c1,-2.3%,-16.0%,0.7%,-9.6,-5.8%,0.8%,1.5%,0.1%,-1.5
Clc1ccc(OCc2nnc(-c3ccccc3Br)o2)cc1,?,-1.5%,5.5%,-18.3,-27.3%,2.4%,6.5%,-1.4%,-5.0
CCS(=O)(=O)NCc1cn2ccsc2n1,22.0%,2.8%,17.4%,14.0,0.2%,11.4%,-6.7%,21.8%,4.1
CC1CC(C)CN(c2ncnc3c2cnn3C)C1 (configuration not stated),18.6%,1.9%,?,57.6,?,-11.0%,9.9%,-13.8%,6.0
NCC12CC3CC(C1)CC(c1ccc(Br)cc1)(C3)C2,24.4%,11.1%,?,-77.3*,3.9%,?,?,?,1.8
COc1ccc(NC(=O)C2=C(C)Nc3ncnn3C2c2ccccn2)cc1 (configuration not stated),nt,nt,1.3%,nt,-18.1%,nt,10.2%,nt,-8.1
Cc1cccc(NC(=O)CSc2nc(=O)n(CCCN3CCOCC3)c3c2CCCC3)c1C,nt,nt,1.8%,-17.4,-7.0%,1.5%,-2.6%,3.8%,-4.2
O=C(c1ccc(C(F)(F)F)cc1)N1CCC(=O)N([C@H](COCc2ccc(C(F)(F)F)cc2)Cc2ccccc2)CC1,nt,nt,-17.1%,0.0,?,?,-9.8%,?,-4.5
